CHT block – inhibitors of human choline transporter CHT; B-score at 10 µM; AID 488975; Q9GZV3; 0.86% of 310,000 active; CHT-expressing cells, membrane potential dye, choline response; active compounds read low;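 active means B-score over 3 SD under the library average, and starting fluorescence ratio not unusually high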;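 further: choline stimulus applied at its EC90 after an EC20 pre-addition; B-score computed on integrated fluorescence ratio after choline addition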
Target sequence (Q9GZV3 whole entry, looked up): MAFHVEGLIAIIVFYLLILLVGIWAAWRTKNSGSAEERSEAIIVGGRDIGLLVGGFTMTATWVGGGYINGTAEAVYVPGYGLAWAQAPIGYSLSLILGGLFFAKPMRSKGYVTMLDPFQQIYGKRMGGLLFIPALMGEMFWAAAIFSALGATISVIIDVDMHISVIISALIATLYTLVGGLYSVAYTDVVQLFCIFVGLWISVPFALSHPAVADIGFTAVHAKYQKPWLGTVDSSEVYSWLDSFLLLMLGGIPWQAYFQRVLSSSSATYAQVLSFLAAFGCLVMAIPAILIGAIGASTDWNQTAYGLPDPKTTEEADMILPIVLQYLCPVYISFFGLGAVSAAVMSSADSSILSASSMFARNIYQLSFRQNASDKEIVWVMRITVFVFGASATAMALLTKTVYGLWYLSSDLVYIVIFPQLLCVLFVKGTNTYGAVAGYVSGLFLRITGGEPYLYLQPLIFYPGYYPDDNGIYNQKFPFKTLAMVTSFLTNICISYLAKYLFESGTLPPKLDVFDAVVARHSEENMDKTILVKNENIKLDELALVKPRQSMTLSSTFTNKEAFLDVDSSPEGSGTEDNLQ
Kir21 inh – inhibitors of mouse Kir2.1 inward-rectifier potassium channel | P35561 | HEK293-Kir2.1, FluxOR thallium flux fluorescence; active compounds read low | B-score at 10 µM | 0.85% of 310,000 active | AID 1672;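 active means fluorescence ratio B-score at or below minus 3 SD of library scores, with starting-brightness B-score within 2 SD, cut at about -4.2 in these data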;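 further: channel flux triggered by added potassium and thallium sulfate stimulus; B-score of peak minus minimum fluorescence over baseline after thallium stimulus; more negative B-score means stronger Kir2.1 block with less thallium influx; some compounds called inactive have numbers as strong as hits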
Target sequence (P35561 whole entry, looked up): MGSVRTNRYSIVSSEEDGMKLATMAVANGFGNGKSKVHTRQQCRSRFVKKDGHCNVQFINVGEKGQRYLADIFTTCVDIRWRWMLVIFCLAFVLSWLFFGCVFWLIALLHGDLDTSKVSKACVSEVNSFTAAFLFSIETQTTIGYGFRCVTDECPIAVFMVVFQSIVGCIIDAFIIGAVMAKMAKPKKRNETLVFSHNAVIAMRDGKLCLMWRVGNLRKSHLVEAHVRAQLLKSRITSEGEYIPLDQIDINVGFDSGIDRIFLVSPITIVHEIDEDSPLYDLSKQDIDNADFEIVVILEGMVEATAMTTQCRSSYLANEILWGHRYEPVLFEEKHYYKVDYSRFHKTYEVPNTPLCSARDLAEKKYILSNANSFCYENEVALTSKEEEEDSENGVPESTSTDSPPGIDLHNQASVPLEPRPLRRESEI
An asterisk follows results filed as active; i = inactive; & = joins results of further samples.

SMILES	CHT block	Kir21 inh
COc1ccc(NC(=O)CSCC(=O)Nc2ccc(S(=O)(=O)N3CCCC3)cc2)cc1	i	0.73
O=C(/C=C/NNC(=O)c1cccc(Br)c1)c1cccc(Br)c1	i	1.45
COc1ccc([C@@H]2[C@@H]3C(=O)N(C(C)(C)C)C(=O)[C@@H]3[C@]3(Cc4ccc(Cl)cc4)C(=O)N(c4ccc(C)cc4)C(=O)N23)cc1	i	0.12
O=C(CSc1nncc(=O)[nH]1)NC1CCCCC1	i	0.61
CCOC(=O)N1CCN(C(=O)c2oc3ccc(S(=O)(=O)N4CCCCCC4)cc3c2C)CC1	-6.18*	0.09
COC(=O)CCCCC1SCC2NC(=O)NC21 (stereo not given)	i	0.48
O=C(COC(=O)C12CC3CC(CC(O)(C3)C1)C2)NCCc1ccc(Cl)cc1	i	-2.31
COc1ccc(S(=O)(=O)N2CCCC(C(=O)O)C2)cc1Cl (stereo not given)	i	1.6
CCCOc1cccc(C(=O)Nc2cccc(NC(=O)c3ccco3)c2)c1	i	0.99
COc1ccc(C)cc1NC(=O)C1CCN(S(=O)(=O)c2cccs2)CC1	i	0.24

Full records, quoted from the list. Screens in order: CHT block	Kir21 inh
Listed for O=C(/C=C/NNC(=O)c1cccc(Br)c1)c1cccc(Br)c1 → i	1.45
Listed for COc1ccc(S(=O)(=O)N2CCCC(C(=O)O)C2)cc1Cl (stereo not given) → i	1.6

The listing continues.
SMILES	CHT block	Kir21 inh
O=C(COc1ccc(Cl)cc1Cl)NCC(=O)N/N=C/c1c[nH]c2ccccc12	i	-1.94
Cc1cccc(OCC(=O)N2CCc3ccccc3C2)c1	i	-0.1
CCOC(=O)N/N=C/c1c(F)cccc1F	i	0.12
Cc1ccc(S(=O)(=O)NCCC(=O)NC2CCN(Cc3ccccc3)CC2)cc1	i	-1.38
Cc1ccc(NC(=O)Cn2c(=O)oc3ccccc32)cc1C	i	0.15
Cn1ccnc1SCC(=O)NC1(C#N)CCCCC1	i	0.69
COc1cc(NC(=O)COc2ccccc2)c(OC)cc1NC(C)=O	i	-1.73
COCC(=O)Nc1ccc(Br)c(C)c1	i	-0.11
COc1ccc(C(CNC(=O)COc2ccc([N+](=O)[O-])cc2)N2CCCCC2)cc1 (stereo not given)	i	-2.98
CC(C)C(O)(C(=O)NNc1ccccc1)C(C)C	i	1.34
Cc1nc(NC(=O)c2cccc(Cl)c2)sc1C(=O)N1CCCCC1	i	-1.57
CCC(=O)Nc1nc(N)n(-c2ccccc2)n1	i	0.31
COc1ccc(/C=C/c2ccccc2)cc1[C@H]1[C@H]2C=CC[C@@H](C)[C@@H]2C(=O)N1Cc1ccccc1	i	0.36
O=C1C(=C(O)c2ccccc2)C(=O)c2ccccc21	i	-0.6
O=C(OCc1ccc([N+](=O)[O-])cc1Cl)c1cnccn1	i	-0.71
COc1cc(S(=O)(=O)NCc2ccc3c(c2)OCO3)ccc1Cl	i	0.15
CC12CC3CC(C)(C1)CC(C(=O)NC(=S)N1CCOCC1)(C3)C2	i	-0.2
CCOC(=O)C1(CCOc2ccccc2)CCN(Cc2ccc(OCC)c(CO)c2)CC1	i	-1.56
Cc1nn(CC(=O)Nc2ccc3c(c2)OCO3)c(C)c1Cl	i	0.12
O=C(CCN1C(=O)C2CC=C(Cl)CC2C1=O)NC1CCCCC1 (stereo not given)	i	-3.29
CCOc1ccc(N=CNc2ccc(OCC)cc2)cc1	i	-0.04
CCCN1CN(c2ccccc2)C(=S)N(c2ccccc2)C1	i	1.36
CC(=O)Nc1nc(C)nc(-c2ccccc2)c1C(C)=O	i	-1.26
Nc1ccc(-c2nc3ncccc3o2)cc1	i	-1.26
NCC(=O)Nc1ccc(Br)cc1	i	-2.71
CCN(CC)S(=O)(=O)c1cc(Cl)ccc1OC	i	-0.31
COCCNC(=O)NC(=O)CSc1nc(C)c(C)c(C)n1	i	-0.07
CCOc1ccc(CCNC(=O)CN2C(=O)NC3(CCc4ccccc43)C2=O)cc1OCC (stereo not given)	i	1.25
Cc1cccc(NC(=O)C(=O)C2C(=O)Nc3ccccc32)c1 (stereo not given)	i	-0.2
C/C(=N\NC(=O)c1ccc(Cl)cc1)c1ccc(N2CCOCC2)cc1	i	1.24
COc1ccc(Cl)cc1NC(=O)CSc1nc(=O)n(CCN(C)C)c2c1CCCC2	i	-2.36
CCOC(=O)/C=C/S(=O)(=O)c1ccc(NC(C)=O)cc1	-5.46*	-3.11
CSc1ccc(C2N=C(c3ccccc3)NO2)cc1 (stereo not given)	i	-0.54
Cc1ccc(NC(=O)c2cc3nc(C)cc(C)n3n2)cc1	i	1.35
CCOc1ccc(C2=CSC3=NCCN23)cc1	i	0.43
Cn1c(SCC(=O)N2CCOCC2)nnc1-c1cccc(NC(=O)c2ccccc2F)c1	i	0.35
O=C(O)C1CC(=O)N(c2ccc(F)cc2)C1 (stereo not given)	i	0.12
CCOC(=O)C1CCN(c2c(N3CCCCCC3)c(=O)c2=O)CC1	i	-0.68
Cc1ccc(NC(=O)C2CCCN(c3ncccn3)C2)cc1F (stereo not given)	i	0.14
Cc1cc2occ(CC(=O)N(C)CC(=O)Nc3ccccc3Cl)c2cc1C	i	-0.41
O=C(NCCOc1ccccc1F)c1cccc(S(=O)(=O)N2CCN(c3ccccc3)CC2)c1	i	-1.25
COc1cccc(-n2nnnc2SCC(=O)Nc2ccc3c(c2)OCCO3)c1	i	0.03
CCN1C(=O)Nc2cccc3cccc1c23	i	0.8
C=C(C)Cn1c(SCC(=O)NCc2ccco2)nc2sc3c(c2c1=O)CCC3	i	-2.61
Cc1cccc(/C=N/NC(=O)c2cc(C3CC3)nc3ccccc23)n1	i	-0.87
Cc1c(C(=O)N2CCOCC2)oc2ccc(S(=O)(=O)N3CCCC3)cc12	i	-1.88
CCc1ccc(CNC(=O)Cc2ccc(NC(=O)C3=C(C)OCCS3)cc2)cc1	i	-1.33
COc1ccccc1NS(=O)(=O)c1ccc2c(c1)n(C)c(=O)n2C	i	-1.17
O=C(O)c1ccc(N=Cc2nc(-c3ccco3)oc2O)cc1	i	-1.29
Clc1ccc(N2CCN(Cc3ccc(Br)o3)CC2)cc1	i	0.17

Records listed above that bear a hit mark in CHT block:
SMILES	CHT block	Kir21 inh
CCOC(=O)N1CCN(C(=O)c2oc3ccc(S(=O)(=O)N4CCCCCC4)cc3c2C)CC1	-6.18*	0.09
CCOC(=O)/C=C/S(=O)(=O)c1ccc(NC(C)=O)cc1	-5.46*	-3.11

Next entries
SMILES	CHT block	Kir21 inh
COC(=O)c1ccc(C(=O)OC)c(NC(=O)CN(C)Cc2ccccc2)c1	i	1.06
Cc1ccsc1-c1cc(C(=O)O)c2c(ccc3ccccc32)n1	i	0
Cc1cccc(NC(=S)NN2CCN(C)CC2)c1	i	2.05
Cc1cccc2[nH]c(CN(C)C(=O)C3CCC(=O)N(CCc4ccccc4)C3)nc12 (stereo not given)	i	2.08
Cc1ccc(C2CC(c3cccs3)=NN2C(=O)CSC2=NCCS2)cc1 (stereo not given)	i	-2.51
COc1cccc(NC(=O)c2ccc(-c3ccc([N+](=O)[O-])cc3)o2)c1	i	0.66
S=C(NCc1ccccc1)NC1CCSc2ccccc21 (stereo not given)	i	0.09
COc1ccc2[nH]c3c(NCCCOC(C)C)ncnc3c2c1	i	0.64
CCCOc1ccccc1C(=O)Nc1ccc(S(=O)(=O)N2CCN(C)CC2)cc1	i	-1.43
CC(C)(C)c1ccccc1OCCOCCSc1ncccn1	i	0.24
CCN(CC(=O)N1CCCC1)S(=O)(=O)c1ccc(Br)cc1	i	0
COc1cccc(OC)c1C(=O)OCC(=O)NC(=O)NCc1ccccc1	i	1.54
CCN(CC)S(=O)(=O)c1cc(C(=O)Nc2cc(Cl)ccc2N2CCN(C)CC2)ccc1Cl	i	0.15
CC(C)(C)OC(=O)CNC(=O)c1nc[nH]c1C(=O)NCc1ccccc1	i	-0.89
O=C(/C=C/c1ccco1)N(Cc1ccc(F)cc1)C1CCS(=O)(=O)C1 (stereo not given)	i	0.02
Cc1ccc(CN2CC(C(=O)NCCCSc3ccccc3)CC2=O)cc1 (stereo not given)	i	-0.08
Cc1nn(-c2ccccc2)c(Cl)c1C1C(C#N)=C(N)Oc2n[nH]c(C)c21 (stereo not given)	i	-1.23
COc1ccc(CCN(Cc2nc3ccccc3c(=O)[nH]2)C(=O)c2ccco2)cc1OC	i	1.42
Clc1ccc(/C=N/N2CCN(Cc3ccccc3)CC2)cc1	i	0.59
CCc1cc2ccc(C)cc2nc1SCC(=O)N1CCN(C(=O)c2ccco2)CC1	i	-1.71
O=C(O)c1cc(-c2ccco2)nc2ccc(Br)cc12	i	1.25&0.48
CCOC(=O)c1ccc(-n2c(CCC(=O)O)ccc2-c2ccccc2)cc1	i	-0.01
Cc1ccc(Nc2nnc(SCn3nnc4ccccc4c3=O)s2)cc1	i	-0.38
O=C(CSc1nnc(-c2ccccc2Cl)o1)N1CCCC1	i	0.17
COc1ccc(S(=O)(=O)N(C)CC(=O)Nc2ccccc2OC)cc1	i	-0.41
C/C(CC(=O)Nc1ccc(N(C)C)cc1)=N\NC(=O)c1ccc([N+](=O)[O-])cc1	i	-0.18
Cc1ccc(OCC(=O)N2CCN(S(C)(=O)=O)CC2)cc1	i	-0.36
O=c1cc(O)c2sc3nc(C(F)(F)F)c4c(c3c2[nH]1)CCCCC4	i	1.32
CN(C)CCn1c(=S)[nH]c2ccccc2c1=O	-7.87*	1.42
COc1ccc(CNC(=O)CN(C)Cc2ccc(SC)cc2)cc1	i	-6.75*

A stretch from the list above:
SMILES	CHT block	Kir21 inh
O=C(O)c1ccc(N=Cc2nc(-c3ccco3)oc2O)cc1	i	-1.29
Clc1ccc(N2CCN(Cc3ccc(Br)o3)CC2)cc1	i	0.17
COC(=O)c1ccc(C(=O)OC)c(NC(=O)CN(C)Cc2ccccc2)c1	i	1.06
Cc1ccsc1-c1cc(C(=O)O)c2c(ccc3ccccc32)n1	i	0

Returning to the listing, repeating the five entries before the break.
SMILES	CHT block	Kir21 inh
C/C(CC(=O)Nc1ccc(N(C)C)cc1)=N\NC(=O)c1ccc([N+](=O)[O-])cc1	i	-0.18
Cc1ccc(OCC(=O)N2CCN(S(C)(=O)=O)CC2)cc1	i	-0.36
O=c1cc(O)c2sc3nc(C(F)(F)F)c4c(c3c2[nH]1)CCCCC4	i	1.32
CN(C)CCn1c(=S)[nH]c2ccccc2c1=O	-7.87*	1.42
COc1ccc(CNC(=O)CN(C)Cc2ccc(SC)cc2)cc1	i	-6.75*
CCc1ccc(NC(=O)C2CCCN(S(=O)(=O)c3ccc4[nH]c(=O)ccc4c3)C2)cc1 (stereo not given)	i	-2.66
CC1CCN(S(=O)(=O)c2ccc(NC(=O)Cn3nnc(-c4ccccc4F)n3)cc2)CC1	i	1.56
CCCCOCC(O)CN1CCN(C(C)=O)CC1 (stereo not given)	i	0.76
COc1ccc(-c2cn3c(C)c(C(=O)N4CCCc5ccccc54)sc3n2)cc1	i	-0.76
COc1ccc(NC(=O)CCC(=O)c2cccs2)cc1S(=O)(=O)Nc1ccccc1Cl	i	0.07
Cc1ccccc1N1CCN(C2CCCN(C(=O)c3snnc3C)C2)CC1 (stereo not given)	i	1.56
Cc1nc(C(=O)NNC(=O)c2ccc(Cl)cc2)c(C(F)(F)F)o1	i	-0.01
COC(=O)c1cc2ccsc2n1Cc1nc(-c2cccc(Cl)c2)oc1C	i	0.17
CCOC(=O)C(NC(=O)Cc1ccccc1)(Nc1cc(C)on1)C(F)(F)F (stereo not given)	i	0.7
O=S(=O)(NC1Cc2ccccc2C1)c1ccccc1	i	0
CCOc1ccc(S(=O)(=O)NCCC(=O)N(C)CC(=O)Nc2ccc(N3CCOCC3)cc2)cc1	i	-1.08
CCOC(=O)CNC(=O)CSc1ncnc2c1nnn2-c1ccc(F)cc1	i	0.62
COc1ccc(CNS(=O)(=O)c2ccc3oc(C(=O)O)c(C)c3c2)cc1	i	0.38
COc1ccccc1NC(=O)C1CCCN(c2cnccn2)C1 (stereo not given)	i	-0.19
c1ccc(Cc2nnc3n2CCCCC3)cc1	i	1.42
Cc1cc(=O)[nH]c(-c2ccc(Cl)cc2)n1	i	-0.15
O=c1c2ccccc2cnn1-c1ccc(Br)cc1	i	-0.2
O=C(COC(=O)C1CCCC1)NCc1ccc(Cl)cc1	i	1.14
Cc1cc(Cl)nc(NC(=O)Nc2cccc(Cl)c2)n1	i	-0.66
COc1ccc(CNC(=O)COc2cc3c(c4oc(=O)cc(C)c24)CCC(C)(C)O3)cc1OC	i	-1.19
Cc1noc(C)c1COc1ccc(C(=O)N2CCN(c3ccccn3)CC2)cc1	i	-1.56
C[C@@H]1CCC2[C@](C)(CO)[C@@H](O)CC[C@]2(C)[C@@]12C[C@](CO)(CC(=O)O)CO2 (stereo not given in full)	i	0.88
CC1CC(C)CN(C(=O)CSc2nnc(-c3ccc(F)cc3)o2)C1 (stereo not given)	i	-1.35
N#CC(Cc1ccccc1OC(F)F)c1nc2ccccc2[nH]1 (stereo not given)	i	-1.24
CCCOc1cccc(C(=O)Nc2ccc(CN3CCOCC3)cc2)c1	i	0.28
Cc1c(C(=O)N2CCCCC2)c(S(=O)(=O)N2CCC(C)CC2)c(C)n1C	i	-0.23
COc1ccc(CC(=O)NNC(=O)c2ccccn2)cc1	i	0.7
COc1ccc(C(=O)NCc2nnc(SCC(=O)Nc3cc(C)on3)o2)cc1OC	i	-1.9
CC1(c2nnc(-c3ccc(F)cc3)o2)CC(c2ccc([N+](=O)[O-])cc2)=NO1 (stereo not given)	i	-2.13
O=C(O)C1CCC(CNS(=O)(=O)c2ccccc2)CC1 (stereo not given)	i	0
CNC(=O)CN(c1cc(C)ccc1OC)S(=O)(=O)c1ccc(C)cc1	i	-0.04
CSc1ccc(CN2CCC(N3CC(C)OC(C)C3)CC2)cc1 (stereo not given)	i	0.33
O=C(NC1CC2CCCC(C1)N2C(=S)NCCc1ccccc1)C1CC1 (stereo not given)	i	0.09
COc1ccc(S(=O)(=O)NCc2ccc(C)cc2)cc1	i	-0.57
COCCCNC(=O)c1ccc(-c2csc(C)n2)cc1	i	0.01
